Bioassay records: PubChem BioAssay, National Center for Advancing Translational Sciences (NCATS)
a7 integrin act = integrin-mediated muscular dystrophy alleviation activation | 0.064% of 350,000 active | alpha7betagal myoblasts, beta-gal FDG fluorescence, 48 h | Potency, µM (titrated, usually from 38.3 µM), inactives show top-dose activation, actives largely listed as activators;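 also: potency is read from the fitted curve at half-maximal effect; 100% = response of the positive control SU9516; nearly all actives have a fitted effect of over 60% in size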
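Alpha7betagal+/- myoblasts (passage 13) were plated 16-24 hr, then exposed to compounds (1:260 dilution of DMSO stock) for 48 hours at 37C. After MPER lysis, β-galactosidase reporter activity was read as FDG fluorescence (ex 480/em 540) after 30 minutes.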
AT treatment = candidate therapy for ataxia-telangiectasia | […] A-T fibroblasts, KAP-1 phosphorylation AlphaLISA; neocarzinostatin DNA damage 30 min before lysis | Potency, µM (series often up to 57.5 µM), inactives show at the highest dose activation, usual class: activators | 0.19% of 320,000 active | AID 485349; also: potency is read from the fitted curve at half-maximal effect; % of control where 0% means no effect; nearly all actives have a fitted effect of over 45% in size
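ATM-like activity read as KAP-1 phosphorylation via AlphaLISA donor/acceptor antibody pairs after lysis and 6 hr at 25C. Cells were ATM-null patient fibroblasts ([…], hTERT), dosed 60 min, then exposed to the DSB inducer NCS for 30 min.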
S-ASM inh = human S-ASM enzyme inhibition. placental ASM, HMU-PC fluorogenic substrate, 60 min. 0.006% of 340,000 active. Potency, µM (doses to about 57.5 µM), for inactives: at the top dose activity change, negative = inhibition, most hits filed as inhibitors. P17405; also: potency is read from the fitted curve at half-maximal effect
Target sequence (P17405 47-631 limits assumed): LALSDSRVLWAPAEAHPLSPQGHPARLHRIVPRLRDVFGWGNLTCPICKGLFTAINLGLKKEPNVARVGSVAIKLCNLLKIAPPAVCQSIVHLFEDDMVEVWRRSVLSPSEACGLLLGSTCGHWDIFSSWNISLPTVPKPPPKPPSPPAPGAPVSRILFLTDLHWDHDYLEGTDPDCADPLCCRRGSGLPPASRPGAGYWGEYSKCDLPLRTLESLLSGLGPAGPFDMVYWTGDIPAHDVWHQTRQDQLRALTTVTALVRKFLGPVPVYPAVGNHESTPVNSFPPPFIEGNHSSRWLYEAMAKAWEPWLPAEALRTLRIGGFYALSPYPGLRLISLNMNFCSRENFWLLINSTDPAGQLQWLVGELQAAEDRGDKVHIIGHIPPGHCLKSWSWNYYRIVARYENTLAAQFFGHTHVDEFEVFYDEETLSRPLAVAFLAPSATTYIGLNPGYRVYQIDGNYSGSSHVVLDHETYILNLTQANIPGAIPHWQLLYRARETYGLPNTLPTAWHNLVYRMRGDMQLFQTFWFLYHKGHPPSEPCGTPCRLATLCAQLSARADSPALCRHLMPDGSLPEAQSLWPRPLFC
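qHTS format. ASM enzyme prepared from human placenta hydrolyses the fluorogenic substrate HMU-PC0 (9 uM final) over 60 min at 37 °C after a 10 min compound preincubation.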
Tb PFK inh = T. brucei PFK enzyme inhibition; O15648; T. brucei PFK, ADP-Glo luminescence; Potency, µM (titrated, usually from 57.5 µM), for inactives: at the top dose activity, negative = inhibition, hits mostly inhibitors; 0.17% of 330,000 active;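 also: potency is read from the fitted curve at half-maximal effect; 0% = uninhibited 1x PFK enzyme wells and -100% = no-enzyme wells; nearly all actives have a fitted effect of over 60% in size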
Target sequence (O15648 whole entry, looked up): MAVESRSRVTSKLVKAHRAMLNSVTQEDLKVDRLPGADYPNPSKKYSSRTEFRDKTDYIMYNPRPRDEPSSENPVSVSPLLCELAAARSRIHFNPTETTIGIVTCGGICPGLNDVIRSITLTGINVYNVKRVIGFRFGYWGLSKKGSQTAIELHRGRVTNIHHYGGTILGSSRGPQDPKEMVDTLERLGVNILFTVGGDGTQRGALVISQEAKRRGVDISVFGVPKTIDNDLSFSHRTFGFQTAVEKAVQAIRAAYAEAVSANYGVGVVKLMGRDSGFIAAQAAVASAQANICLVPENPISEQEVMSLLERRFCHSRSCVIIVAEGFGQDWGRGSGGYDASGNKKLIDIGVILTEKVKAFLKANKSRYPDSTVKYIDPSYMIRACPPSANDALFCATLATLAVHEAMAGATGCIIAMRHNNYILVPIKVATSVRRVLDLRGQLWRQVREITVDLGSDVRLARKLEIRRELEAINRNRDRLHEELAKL
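PFK 1.25 nM, F6P 0.5 mM, ATP 0.1 mM, 0.1 M TEA pH 8.0, 5 mM MgCl2, 0.01% Tween20, 0.1% BSA; 45 min RT. ADP-Glo readout. qHTS titration up to 57 uM; curves fitted, compounds curve-classed.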
Mito fusion yeast = inhibitors of mitochondrial division or activators of mitochondrial fusion; Potency, µM (series often up to 46.1 µM), for the others: at the top dose growth rescue (activation), actives largely listed as activators; AID 485298; S. cerevisiae fusion-defective mutant growth rescue, CellTiterGlo 48 h; 0.23% of 320,000 active;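 also: potency is read from the fitted curve at half-maximal effect; % of control where 0% means no effect; nearly all actives have a fitted effect of over 45% in size; temperature-sensitive fusion mutants such as fzo1-1 at 37 °C on non-fermentable ethanol glycerol medium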
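Luminescent cell viability in 1536-well qHTS format served as the measure of rescued growth in ts fusion-mutant S. cerevisiae cultured on non-fermentable YPEG for 48 hours at 37C.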
Chronic BCR inh = blocks chronic active B-cell receptor signaling; ABC-DLBCL IkBa-CBG/CBR reporter, luminescence ratio, 4 h; Potency, µM (series often up to 46.1 µM), without a hit: top-dose ratio change, negative = lower green/red ratio, actives largely listed as inhibitors; 0.05% of 340,000 active; AID 493014; active = well fitted inhibition curve with a large enough effect in the signal ratio, with a control signal flat, not every such curve was filed as active; inconclusive = small, poorly fitted or top-dose-only effect, or effect the other way, or a change in a side signal; the % refers to the signal ratio;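 also: potency is read from the fitted curve at half-maximal effect; plate controls were basal doxycycline-induced cells for no effect and cells given 10 µM MG132 for full effect; MG132 reads +100%, hits lower the ratio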
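Compounds up to 46 uM were incubated four hours with TMD8 cells whose green CBG68 luciferase is fused to IkappaBalpha; red CBR luminescence normalised the signal, and concentration-effect curves were fitted to fusion, red and ratio data.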
TCR activator = T cell receptor activation. primary human leukocytes, anti-CD3, IL-2 HTRF, 48 h. Potency, µM (series often up to 9.22 µM), for the others: at the highest dose activation of IL-2 secretion, actives largely listed as activators. 330,000 tested, under 10 active; also: % of control where 0% means no effect
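IL-2 release read by HTRF sandwich (Eu cryptate donor, d2 acceptor, 665 nm emission) after 48 hr exposure of primary human leukocytes to compound together with anti-CD3 beads in the absence of co-stimulatory signals.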
Eya2 phos inh = blocks the phosphatase activity of human Eya2 | AID 488837 | Potency, µM (titrated, usually from 76.9 µM), inactives show top-dose activity, negative = inhibition, usual class: inhibitors | recombinant Eya2, OMFP fluorescence dephosphorylation (OMFP is methylfluorescein phosphate) | O00167 | 0.006% of 330,000 active; also: potency is read from the fitted curve at half-maximal effect; % is scaled to controls: 0 for no effect and ±100 for the full control effect
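Eya2 (0.2 uM) preincubated 10 min at ambient with compound, then OMFP substrate added at 50 uM; 10 min reaction in 50 mM HEPES pH 7.5, 50 mM NaCl, 5 uM MgCl2, 0.05% BSA, 1 mM DTT. Fluorescence read at Ex 485/Em 525 nm.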
TSG101-PTAP inh = blocks PTAP/TSG101 interaction to inhibit HIV-1 budding; Q99816; Fluorescence polarization, FITC-PTAP peptide / Tsg101 binding; Potency, µM (doses to about 115 µM), without a hit: at the highest dose activity change, negative = inhibition, hits mostly inhibitors; 340,000 tested, under 10 active; AID 493005; active = well fitted inhibition curve with a large enough effect in the main read-out, with a control signal flat, not every such curve was filed as active; inconclusive = small, poorly fitted or top-dose-only effect, or effect the other way, or a change in a side signal; inactive = no such curve, though single readings can be large or run the other way; also: potency is read from the fitted curve at half-maximal effect; % of control where 0% means no effect
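Fluorescence anisotropy tracks displacement of a FITC-tagged PTAP peptide (50 nM) from the Tsg101 binding domain (10 uM), following a 20 min room-temperature incubation at pH 7.5.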
TSHR antag = human thyrotropin receptor antagonism; P16473; TSHR-expressing cells, TSH-stimulated cAMP HTRF, 2 h; stronger effect = lower value; activity change, negative = inhibition, % at 11.5 µM; 0.2% of 330,000 active;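 active = activity change below a set negative limit, meaning inhibition stronger than a set level, cut at about -70% in these data; inconclusive = activity change between two set negative limits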; also: % is scaled to controls: 0 for no effect and ±100 for the full control effect
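Competitive HTRF cAMP read-out (cryptate anti-cAMP antibody, cAMP-d2; 30 min, room temperature) in freshly harvested TSHR cells. Compounds added before TSH at EC80 (4nM final), followed by 2 hours' incubation at 37 deg C.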
ELG1 repair inh = ELG1-dependent DNA repair inhibition | HEK293T ELG1-luciferase reporter, luminescence, 16 h; DNA damage induced by 5-fluorouridine | Potency, µM (titrated, usually from 46.1 µM), for inactives: at the top dose activity change, negative = inhibition, usual class: inhibitors | 2.3% of 330,000 active | AID 504467; also: potency is read from the fitted curve at half-maximal effect; % is scaled to controls: 0 for no effect and ±100 for the full control effect; nearly all actives have a fitted effect of over 55% in size
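Luminescence from the luciferase reporter, measured 30 min after ONE-Glo reagent at room temperature, was the read-out. Beforehand, 2,000 cells per well were exposed for 16 hr at 37 °C to 5-fluorouridine together with compound or vehicle.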
* marks the source's active call; other numbers are inactive results; [ ] = another dose, or the depositor's remark. Unless noted, calls follow the shape of the dose curve; as a rule, active = well fitted curve in the direction sought with a large enough effect; inconclusive = small, poorly fitted or top-dose-only effect, or another doubt; inactive = no such curve, though single readings can be large; an effect the other way counts as inactive or inconclusive.

Results for COc1ccc(NC(=O)CSc2nnc(-c3cccs3)n2N)c(OC)c1 ?
a7 integrin act: 10%; AT treatment: -5%; S-ASM inh: 0%; Tb PFK inh: 2%; Mito fusion yeast: -8%; Chronic BCR inh: 19%; TCR activator: -3%; Eya2 phos inh: 18%; TSG101-PTAP inh: 0%; TSHR antag: -2; ELG1 repair inh: -2%

What do the screens show for `COC(=O)c1cc(Br)c(=O)n(-c2ccccn2)c1`?
a7 integrin act: 12%; AT treatment: 9%; S-ASM inh: -3%; Tb PFK inh: -3%; Mito fusion yeast: 3%; Chronic BCR inh: 5%; TCR activator: -5%; Eya2 phos inh: 12%; TSG101-PTAP inh: -3%; TSHR antag: 14; ELG1 repair inh: -5%

What do the screens show for `CN1CCN(S(=O)(=O)c2cccc(C(=O)Oc3cccc(Br)c3)c2)CC1`?
a7 integrin act: 10%; AT treatment: -24%; S-ASM inh: -2%; Tb PFK inh: -1%; Mito fusion yeast: -6%; Chronic BCR inh: 12%; TCR activator: 6%; Eya2 phos inh: -19%; TSG101-PTAP inh: -1%; TSHR antag: 4; ELG1 repair inh: 12%

What do the screens show for `O=C(COc1ccc(/C=N/NC(=O)c2ccc(O)cc2)cc1)Nc1ccc([N+](=O)[O-])cc1`?
a7 integrin act: 2%; AT treatment: -8%; S-ASM inh: 4%; Tb PFK inh: inconclusive; Mito fusion yeast: -2%; Chronic BCR inh: inconclusive; TCR activator: -3%[46.1 µM]; Eya2 phos inh: -11%; TSG101-PTAP inh: -3%; TSHR antag: -10; ELG1 repair inh: -5%

How did CC(C)(CNS(=O)(=O)c1ccc(Br)s1)N1CCOCC1 do in these assays?
a7 integrin act: 1%; AT treatment: -11%; S-ASM inh: 7%; Tb PFK inh: -1%; Chronic BCR inh: 3%; TCR activator: -3%; Eya2 phos inh: 2%; TSG101-PTAP inh: -2%; ELG1 repair inh: -1%

How did COc1ccc(CCNC(=O)CN(CCc2ccccc2)S(C)(=O)=O)cc1OC do in these assays?
a7 integrin act: 2%; AT treatment: -2%; S-ASM inh: 2%; Tb PFK inh: 0%; Mito fusion yeast: -3%; Chronic BCR inh: -1%; TCR activator: 0%; Eya2 phos inh: 0%; TSG101-PTAP inh: -3%; TSHR antag: -4; ELG1 repair inh: -6%

What do the screens show for `Cc1ccc(C(=O)N/C(=C/c2cccs2)C(=O)NCCc2c[nH]c3ccccc23)cc1`?
a7 integrin act: -21%; AT treatment: -4%; S-ASM inh: -10%; Tb PFK inh: 1%; Mito fusion yeast: 5%; Chronic BCR inh: 3%; TCR activator: -3%[46.1 µM]; Eya2 phos inh: 3%; TSG101-PTAP inh: -1%; TSHR antag: 19; ELG1 repair inh: -26%

Results for Cc1ccn2cc(C34CC5CC(CC(C5)C3)C4)nc2c1 ?
a7 integrin act: -21%; AT treatment: 5%; S-ASM inh: 2%; Tb PFK inh: 4%; Mito fusion yeast: -1%; Chronic BCR inh: 9%; TCR activator: -5%; Eya2 phos inh: 0%; TSG101-PTAP inh: -9%; TSHR antag: -8; ELG1 repair inh: inconclusive

How did COc1ccc(NC(=O)Cc2cccc(F)c2)cc1S(=O)(=O)Nc1ccccc1Cl do in these assays?
a7 integrin act: 4%; AT treatment: 2%; S-ASM inh: -6%; Tb PFK inh: -23%; Mito fusion yeast: 0%; Chronic BCR inh: -2%; TCR activator: -1%; Eya2 phos inh: 2%; TSG101-PTAP inh: 0%; TSHR antag: 9; ELG1 repair inh: inconclusive

What do the screens show for `CC(C)[C@H](NC(=O)c1ccco1)C(=O)OCC(=O)c1ccc2c(c1)NC(=O)CO2`?
a7 integrin act: 0%; AT treatment: 5%; S-ASM inh: -2%; Tb PFK inh: -1%; Mito fusion yeast: -1%; Chronic BCR inh: 3%; TCR activator: -6%; Eya2 phos inh: 4%; TSG101-PTAP inh: 0%; TSHR antag: -1; ELG1 repair inh: -8%

How did O=C(Cn1c(=O)sc2ccccc21)N1CCOCC1 do in these assays?
a7 integrin act: inconclusive; AT treatment: 5%; S-ASM inh: 0%; Tb PFK inh: 0%; Mito fusion yeast: -5%; Chronic BCR inh: 5%; TCR activator: 2%; Eya2 phos inh: 14%; TSG101-PTAP inh: -4%; TSHR antag: -2; ELG1 repair inh: 8%

How did CCOC(=O)c1c(C)oc2c(CC(=O)c3ccccc3)c(Cl)c(O)c(O)c12 do in these assays?
a7 integrin act: -35%; AT treatment: 0%; S-ASM inh: -27%; Tb PFK inh: -10%; Mito fusion yeast: 6%; Chronic BCR inh: -10%; TCR activator: 3%[46.1 µM]; Eya2 phos inh: 6%; TSG101-PTAP inh: -7%; TSHR antag: -4; ELG1 repair inh: 0%

How did CC1=C/C(=C/N(C)C)C(=O)O1 do in these assays?
a7 integrin act: -24%; AT treatment: 3%; S-ASM inh: 2%; Tb PFK inh: 6%; Mito fusion yeast: -4%; Chronic BCR inh: -6%; TCR activator: 2%; Eya2 phos inh: 0%; TSG101-PTAP inh: -3%; TSHR antag: -2; ELG1 repair inh: 16%

How did Cc1ccc(S(=O)(=O)N(C)C)cc1NC(=O)C1CCC1 do in these assays?
a7 integrin act: 7%; AT treatment: 4%; S-ASM inh: 6%; Tb PFK inh: 4%; Mito fusion yeast: 0%; Chronic BCR inh: 4%; TCR activator: 2%; Eya2 phos inh: 2%; TSG101-PTAP inh: -2%; TSHR antag: -1; ELG1 repair inh: -2%

Results for O=C(Nc1cccc(S(=O)(=O)N2CCCC2)c1)c1cccc(OC(F)F)c1 ?
a7 integrin act: -16%; AT treatment: 14%; S-ASM inh: -3%; Tb PFK inh: 0%; Mito fusion yeast: -10%; Chronic BCR inh: 0%; TCR activator: 2%; Eya2 phos inh: -28%; TSG101-PTAP inh: -4%; TSHR antag: -13; ELG1 repair inh: inconclusive

What do the screens show for `CCCC(=O)N1CCN(c2ccc(NC(=O)c3sc4ccccc4c3Cl)cc2)CC1`?
a7 integrin act: -33%; AT treatment: 1%; S-ASM inh: -3%; Tb PFK inh: -1%; Mito fusion yeast: 0%; Chronic BCR inh: -4%; TCR activator: 0%; Eya2 phos inh: 2%; TSG101-PTAP inh: -6%; TSHR antag: 11; ELG1 repair inh: 6%

How did O=C(OCCN1CCCC1=O)c1cncc(Br)c1 do in these assays?
a7 integrin act: 2%; AT treatment: 7%; S-ASM inh: -1%; Tb PFK inh: -1%; Mito fusion yeast: -3%; Chronic BCR inh: 0%; TCR activator: 6%; Eya2 phos inh: -7%; TSG101-PTAP inh: -9%; TSHR antag: -6; ELG1 repair inh: inconclusive

What do the screens show for `COc1ccc(-c2noc(CSc3nc(N)c(-c4ccccc4)c(=O)[nH]3)n2)cc1`?
a7 integrin act: -14%; AT treatment: -2%; S-ASM inh: -4%; Tb PFK inh: -3%; Mito fusion yeast: 1%; Chronic BCR inh: 16µM*; Eya2 phos inh: -27%; TSG101-PTAP inh: -7%; TSHR antag: 3; ELG1 repair inh: inconclusive

What do the screens show for `CCN1CCN(C(=O)c2cc3c(-c4ccc(Cl)cc4)nn(C)c3s2)CC1`?
a7 integrin act: -17%; AT treatment: -10%; S-ASM inh: -5%; Tb PFK inh: -9%; Mito fusion yeast: 1%; Chronic BCR inh: -2%; TCR activator: -3%; Eya2 phos inh: 6%; TSG101-PTAP inh: -8%; TSHR antag: -9; ELG1 repair inh: -20%

Results for CC(O)CNc1nc2c(c(=O)n(Cc3ccc(Br)cc3)c(=O)n2C)n1C (stereo not given) ?
a7 integrin act: inconclusive; AT treatment: 0%; S-ASM inh: -7%; Tb PFK inh: -4%; Mito fusion yeast: 6%; Chronic BCR inh: 6%; TCR activator: -3%; Eya2 phos inh: -3%; TSG101-PTAP inh: -12%; TSHR antag: -11; ELG1 repair inh: inconclusive
